hgDAF-12 ag = activates the H. glycines DAF-12 receptor ligand-binding domain; HEK293 GAL4-hgDAF12 UAS-luciferase reporter, agonist luminescence; normalized to butyrate control; activation, % at 6.8 µM; 1.8% of 370,000 active; AID 687014;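 active means activation above a cutoff set at the mean of all screened compounds plus 3 SD, cut at about 10% in these data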;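 further: 0% = DMSO wells and 100% = sodium butyrate wells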
proKLK7 act = activators of human kallikrein-7 zymogen; P49862; purified proKLK7, EDANS-DABCYL substrate fluorescence; 100% is mature enzyme control, 0% vehicle; activation, % at 7 µM; 0.9% of 370,000 active; AID 652039;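 active means activation above the mean of all tested compounds plus 3 SD, computed per campaign excluding outliers beyond control limits, cut at about 13% in these data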
DAX1 inh-1 = inhibitors of human orphan nuclear receptor DAX1 (NR0B1) | P51843 | HEK293 Gal4-DAX1 luciferase reporter, luminescence | inhibition, % at 6.75 µM | 0.99% of 340,000 active | AID 504766;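 active means inhibition above the mean over all tested compounds plus 3 SD, cut at about 4.2% in these data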;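 further: 0% = DAX1-transfected cells with DMSO and 100% = empty-vector control cells with DMSO; inhibition shows as a rise in luminescence from relieved DAX1 repression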
DAX1 inh-2 = blocks DAX1 repression of SF-1 activated StAR promoter; HEK293T StAR-luciferase reporter, SF-1/DAX-1 repression relief; inhibition, % at 6.8 µM; 1.1% of 370,000 active; AID 652010;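 active means inhibition above the mean over all tested compounds plus 3 SD, cut at about 3.6% in these data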;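 further: 0% = DAX-1 cells with DMSO and 100% = cells lacking DAX-1 with DMSO; higher inhibition means more luminescence from relief of DAX-1 repression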
hcDAF12 agonist = H. contortus DAF-12 activation, primary screen; 1.4% of 370,000 active; HEK293 hcDAF-12 lit1-tk-luc reporter, luminescence; 0% DMSO, 100% Δ7-dafachronic acid; activation, % at 6.8 µM; AID 652067;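 active means activation above the mean of all tested compounds plus 3 SD, cut at about 5.5% in these data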;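 further: 100% = response to 3 µM Δ7-dafachronic acid high control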
FXN GAA850 act = activators of GAA850 frataxin (FXN) promoter | 0.56% of 360,000 active | HEK293 lucGAA850 FXN promoter luciferase reporter, 24 h; percent of 10 µM SAHA response | activation, % at 6 µM;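 active means activation above the average of all compounds screened plus 3 SD, cutoff fixed separately per campaign, cut at about 7.5% in these data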;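 further: 0% = DMSO wells and 100% = 10 µM SAHA wells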
NPR1 activator = GC-A (human) enzyme activation | 0.14% of 370,000 active | HEK293 GC-A cells, cGMP TR-FRET, EC30 ANP; 0% at EC30 ANP, 100% saturating ANP | activation, % at 10 µM; in the data active means activation above about 40%
GC-B act = GC-B (human) receptor activation; HEK293-GC-B cells, CNP EC30, cGMP TR-FRET; 0% at EC30 CNP, 100% saturating CNP; AID 1920062; 0.11% of 370,000 active; activation, % at 10 µM; P20594;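 active means activation at 10 µM reaching about 35% in either raw or pattern-adjusted values, limit read from the data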
Target sequence (P20594 whole entry, looked up): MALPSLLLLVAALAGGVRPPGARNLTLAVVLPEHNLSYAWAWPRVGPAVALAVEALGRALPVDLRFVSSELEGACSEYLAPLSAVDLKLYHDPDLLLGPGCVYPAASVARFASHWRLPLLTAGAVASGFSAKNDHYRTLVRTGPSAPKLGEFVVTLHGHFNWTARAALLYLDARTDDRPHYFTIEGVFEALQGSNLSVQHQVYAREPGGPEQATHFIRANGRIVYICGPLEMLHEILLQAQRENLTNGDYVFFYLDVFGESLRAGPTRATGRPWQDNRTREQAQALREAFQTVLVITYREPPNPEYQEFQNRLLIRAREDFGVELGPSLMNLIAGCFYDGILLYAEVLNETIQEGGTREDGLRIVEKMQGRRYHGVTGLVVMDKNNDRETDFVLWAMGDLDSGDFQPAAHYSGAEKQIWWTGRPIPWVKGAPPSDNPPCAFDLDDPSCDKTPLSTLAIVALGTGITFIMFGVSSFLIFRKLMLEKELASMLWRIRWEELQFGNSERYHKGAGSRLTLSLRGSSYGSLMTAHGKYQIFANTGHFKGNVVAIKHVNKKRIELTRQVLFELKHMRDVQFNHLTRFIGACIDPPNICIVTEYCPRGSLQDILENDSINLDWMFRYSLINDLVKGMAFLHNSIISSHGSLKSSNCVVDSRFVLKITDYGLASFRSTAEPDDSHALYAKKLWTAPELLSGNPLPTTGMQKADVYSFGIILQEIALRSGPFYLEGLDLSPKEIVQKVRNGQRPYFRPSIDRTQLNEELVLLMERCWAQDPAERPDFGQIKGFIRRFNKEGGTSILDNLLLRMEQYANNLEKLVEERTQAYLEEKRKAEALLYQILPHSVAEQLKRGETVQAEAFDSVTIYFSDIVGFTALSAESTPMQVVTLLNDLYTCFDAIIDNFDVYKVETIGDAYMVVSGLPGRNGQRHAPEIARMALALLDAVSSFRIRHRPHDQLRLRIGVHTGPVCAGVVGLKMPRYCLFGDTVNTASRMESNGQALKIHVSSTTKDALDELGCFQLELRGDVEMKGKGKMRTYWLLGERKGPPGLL
sPLA2-III inh = Inhibits HGIII-sPLA2 liposome hydrolysis, primary screen; 0.56% of 370,000 active; inhibition, % at 12.2 µM; QFRET BODIPY PC-A2 liposome hydrolysis, fluorescence;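 active means inhibition above mean plus 3 SD of compounds lying within the high and low control bounds, cut at about 19% in these data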;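 further: 0% = median of test compound wells and 100% = no enzyme DMSO wells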
ssDAF-12 act = activates DAF-12 receptor from parasite S. stercoralis | HEK293 ssDAF-12/GRIP1 lit1-tk-luc reporter, luminescence; % of 3 µM dafachronic acid response | activation, % at 6.8 µM | 1% of 370,000 active | AID 652126;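 active means activation above the mean over all tested compounds plus 3 SD, cut at about 0.9% in these data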;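 further: 0% = DMSO-only wells and 100% = 3 µM delta7-dafachronic acid wells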
SMARCA2 act = activators of SMARCA2 function; MG213 cells, MMTV-luciferase reporter, dexamethasone, overnight; activation, % at 9.1 µM; 1% of 370,000 active; AID 652017; in the data active means activation above about 7.8%;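 further: 0% = vehicle wells and 100% = reference activator wells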
Active calls of the source: *; / = no result given.

no. | SMILES | hgDAF-12 ag | proKLK7 act | DAX1 inh-1 | DAX1 inh-2 | hcDAF12 agonist | FXN GAA850 act | NPR1 activator | GC-B act | sPLA2-III inh | ssDAF-12 act | SMARCA2 act
1 | CCc1n[nH]c(=S)n1/N=C/c1cccc2ccccc12 | -1.4 | 0.5 | 1.1 | 0.1 | -1.0 | -0.1 | -1 | -7 | 9 | -0.3 | 1
2 | O=C(CCCn1nnc2ccccc2c1=O)N[C@@H](Cc1ccccc1)C(=O)O | -0.8 | -0.3 | -0.1 | 0.3 | -0.5 | 2.0 | -2 | 2 | 3 | -1.5 | -3
3 | Cc1ccc(CNC(=O)c2ccc(N3CCC4(CC3)CC(c3cccc(Br)c3)=NO4)c(NC(=O)c3ccc(Br)cc3)c2)cc1 | -0.3 | 0.0 | 1.3 | -0.4 | 0.7 | -2.1 | 1 | 5 | 6 | -0.9 | 0
4 | CCC1CCCCN1C(=O)Cn1c(C(=O)OC)cc2sc(Cl)cc21 (stereo unspecified) | 0.0 | 0.2 | -1.1 | -0.3 | -0.4 | 1.3 | 0 | -3 | 1 | -1.2 | -2
5 | CCc1ccc([C@@H]2C[C@H]3[C@@H](CN2S(=O)(=O)c2ccc(C)cc2)C(=O)C[C@@H](c2ccc(C)cc2)N3S(=O)(=O)c2ccc(C)cc2)cc1 | -0.3 | -0.4 | 0.8 | -0.3 | -1.0 | -0.4 | -1 | 8 | 2 | -0.7 | -5
6 | COc1ccc(CC2(CO)CCN(S(=O)(=O)c3c(C)nn(C)c3Cl)CC2)cc1 | -1.9 | 0.5 | 0.6 | 0.6 | -1.5 | -3.0 | -1 | 0 | 2 | -1.4 | -5
7 | COCCN(C(=O)CSc1nnc(-c2ccccc2OC)o1)c1c(N)n(CC(C)C)c(=O)[nH]c1=O | 1.9 | 0.1 | -0.3 | 0.8 | 1.0 | -1.0 | 3 | -2 | 7 | 0.6 | -1
8 | Cc1c(NC(=O)c2cc(-c3cccs3)nc3ccccc23)c(=O)n(-c2ccccc2)n1C | -6.2 | -0.6 | -3.4 | -2.0 | -1.3 | -6.4 | -6 | -1 | 11 | -1.9 | -4
9 | O=C(CN1CCN(c2cccc(Cl)c2)CC1)Nc1ccc(S(=O)(=O)N2CCOCC2)cc1 | -0.1 | 0.5 | -0.5 | -3.0 | -1.7 | -0.1 | -4 | 4 | -12 | -1.4 | -3
10 | Cn1c(NCC2CCCO2)nc2c1c(=O)n(Cc1ccccc1)c(=O)n2C (stereo unspecified) | -0.4 | 0.4 | -1.3 | 0.5 | 0.5 | 0.5 | 1 | 7 | 5 | -1.5 | -3
11 | CCOC(=O)C1=C(COC(=O)CCCOc2ccccc2)NC(=O)NC1C (stereo unspecified) | 0.0 | -0.2 | -0.3 | 1.9 | -0.5 | 1.8 | 0 | -3 | -7 | -0.7 | -2
12 | O=C(Nc1ccccc1Cl)c1cc(S(=O)(=O)N2CCOCC2)cs1 | -1.9 | -0.3 | 0.3 | 0.0 | 0.2 | 0.6 | 5 | 3 | -3 | -1.9 | -2
13 | Cc1cccc(Oc2ccc(N)cc2)c1 | 7.7 | 0.0 | 1.4 | -0.1 | 3.4 | 0.9 | 7 | 2 | -1 | 0.6 | -1
14 | NC(=O)c1cnn2c(C(F)(F)F)cc(-c3ccc(F)cc3)nc12 | -1.5 | 3.0 | -0.3 | -0.8 | -2.2 | -0.2 | -13 | -17 | 8 | -1.7 | 7
15 | Cc1c(NC(=O)CSc2nnc(C(C)Oc3ccc(Cl)cc3)n2-c2ccccc2)c(=O)n(-c2ccccc2)n1C (stereo unspecified) | -3.4 | 0.4 | -0.8 | -0.3 | -2.2 | -1.4 | -5 | 0 | -7 | -2.0 | -3
16 | Cc1oc(-c2ccccc2Cl)nc1CN1CCCCC1CO (stereo unspecified) | 0.5 | -0.5 | -1.0 | 0.2 | 0.1 | 0.3 | 1 | 1 | 2 | -0.8 | 0
17 | CCc1nc2sc(C#N)c(N)c2c2c1CCCC2 | -1.1 | -1.7 | -0.4 | 0.2 | -1.3 | 10* | 7 | 9 | 0 | -1.6 | 1
18 | CC1CCN(CC(O)COC2CC(C)CC(C)(C)C2)CC1 (stereo unspecified) | 0.7 | -0.5 | / | 0.1 | -1.5 | -0.1 | 0 | 3 | 10 | -2.1 | -1
19 | Cn1cc(Br)c(C(=O)NC2CCCCCC2)n1 | 3.2 | 0.1 | 1.6 | 0.3 | -0.2 | 1.9 | -1 | -3 | 10 | -0.9 | -3
20 | Cn1c(C(=O)N2CCCC(C(=O)O)C2)cc2sccc21 (stereo unspecified) | 0.4 | -0.1 | 0.1 | 0.2 | 0.6 | -2.1 | 4 | 6 | 11 | -1.1 | 1
21 | CCOC(=O)C1Nc2c(F)cc(C)cc2C2c3ccccc3CC12 (stereo unspecified) | -0.1 | -1.8 | -0.5 | 0.3 | -1.4 | 1.4 | 9 | 3 | -1 | -1.2 | 0
22 | O=C(Oc1ccccc1C(=O)Nc1ccccc1)c1ccc(Br)c([N+](=O)[O-])c1 | 6.2 | 2.1 | 2.8 | 0.3 | -1.7 | 3.0 | 4 | -3 | -5 | -1.9 | 2
23 | Cc1c(C)n(C)c2ccc(C(=O)NCCCN3CCCC3)cc12 | -0.9 | -0.6 | 0.7 | 3.2 | -1.0 | 0.6 | -4 | -1 | -4 | -1.4 | 2
24 | Cc1ccc(C(=O)CSc2nnc(-c3c[nH]c4ccccc34)o2)cc1 | 1.2 | 0.6 | 0.8 | 0.7 | 0.1 | -2.1 | 4 | -7 | -32 | -1.0 | -1
25 | COc1cc(Cn2c3ccc(NC(=O)NCc4ccc(F)cc4)cc3c(=O)n2C)ccc1F | 1.0 | 2.5 | / | -2.4 | -0.9 | -4.9 | 0 | 0 | -13 | -1.1 | -6

4 compounds drawn at random from those above:
no. | SMILES | hgDAF-12 ag | proKLK7 act | DAX1 inh-1 | DAX1 inh-2 | hcDAF12 agonist | FXN GAA850 act | NPR1 activator | GC-B act | sPLA2-III inh | ssDAF-12 act | SMARCA2 act
19 | Cn1cc(Br)c(C(=O)NC2CCCCCC2)n1 | 3.2 | 0.1 | 1.6 | 0.3 | -0.2 | 1.9 | -1 | -3 | 10 | -0.9 | -3
7 | COCCN(C(=O)CSc1nnc(-c2ccccc2OC)o1)c1c(N)n(CC(C)C)c(=O)[nH]c1=O | 1.9 | 0.1 | -0.3 | 0.8 | 1.0 | -1.0 | 3 | -2 | 7 | 0.6 | -1
12 | O=C(Nc1ccccc1Cl)c1cc(S(=O)(=O)N2CCOCC2)cs1 | -1.9 | -0.3 | 0.3 | 0.0 | 0.2 | 0.6 | 5 | 3 | -3 | -1.9 | -2
8 | Cc1c(NC(=O)c2cc(-c3cccs3)nc3ccccc23)c(=O)n(-c2ccccc2)n1C | -6.2 | -0.6 | -3.4 | -2.0 | -1.3 | -6.4 | -6 | -1 | 11 | -1.9 | -4

(listing goes on)
no. | SMILES | hgDAF-12 ag | proKLK7 act | DAX1 inh-1 | DAX1 inh-2 | hcDAF12 agonist | FXN GAA850 act | NPR1 activator | GC-B act | sPLA2-III inh | ssDAF-12 act | SMARCA2 act
26 | CCn1c(COc2ccc(C)cc2)nnc1SCc1ccc(C#N)cc1 | -3.9 | 0.0 | -0.3 | 0.8 | -2.9 | 1.9 | 2 | 1 | -4 | -1.7 | -3
27 | COc1ccc(OC)c(-c2cnc(OC(C)(C)C)nc2OC(C)(C)C)c1 | -1.1 | 0.0 | 2.7 | 0.1 | -1.1 | -0.8 | -15 | -13 | 5 | -1.5 | 1
28 | COc1ccc(NC(=O)CCCN2C(=O)CN(C)C2=O)cc1Cl | -0.9 | -0.8 | 1.0 | 0.1 | -0.7 | 3.1 | 0 | 2 | 9 | -0.9 | 1
29 | CCOCC(=O)OCC(=O)NC12CC3CC(CC(C3)C1)C2 | 2.1 | -0.6 | 0.6 | 0.4 | -0.5 | 0.5 | 2 | 1 | 5 | -0.7 | -4
30 | CC1(C)Nc2ccccc2C(=O)N1NC(=O)c1ccccc1 | 5.0 | 1.8 | -0.4 | 1.1 | 5.7* | -0.1 | 0 | 3 | -2 | 0.3 | -5
31 | Cc1ccc(C(C)C)cc1OCC(=O)N/N=C/c1ccc2c(c1)OCCO2 | 1.8 | 0.3 | -1.1 | -0.1 | -2.1 | 1.8 | 2 | 1 | -4 | -0.7 | -3
32 | COc1ccc(CN(C)S(=O)(=O)c2nnc(NC(=O)c3cccc(OC)c3)s2)cc1 | 1.9 | 0.3 | 1.5 | -0.1 | -1.9 | 2.4 | 5 | -2 | -24 | -1.4 | -2
33 | COc1ccc2[nH]c3c(c2c1)CCN1C(=O)C(CC(=O)NCc2ccc(OC)c(OC)c2)C[C@H](C(=O)N2CCOCC2)[C@@]31C (stereo partly specified) | 0.1 | 0.4 | -0.1 | -0.2 | -1.0 | 1.6 | 1 | -5 | -3 | -1.0 | -4
34 | C[C@H](O)C#Cc1cnc2c(c1)C(=O)N([C@H](C)CO)C[C@@H](C)[C@H](CN(C)C(=O)Nc1ccc(C(F)(F)F)cc1)O2 | -3.2 | 0.7 | -0.2 | 0.0 | 0.4 | -0.8 | 3 | -1 | 2 | -1.4 | 3
35 | Cc1cc(NC(=O)COc2ccc(Cl)cc2Cl)n(CCC#N)n1 | 4.9 | 0.3 | -0.7 | -0.2 | -1.6 | 0.9 | 8 | 1 | -5 | -0.3 | 1
36 | Cc1cc(NCc2ccco2)n2c(nc3ccccc32)c1C#N | 0.4 | 5.5 | -0.9 | 0.6 | 1.5 | 0.3 | 29 | 10 | 0 | 0.0 | 1
37 | O=C(/C=C/c1ccccc1)OCC(=O)c1c[nH]c2ccccc12 | 1.1 | 0.5 | 0.2 | -0.2 | 3.4 | -2.9 | 0 | -6 | -18 | 0.4 | -3
38 | O=C(CSc1nnc(-c2ccco2)o1)N1CCCCC1 | 8.9 | -0.6 | 0.2 | 1.3 | 2.3 | 5.7 | -1 | 2 | -2 | -0.1 | 3
39 | C[C@H](O)[C@@H]1CN2CCc3c([nH]c4c(-c5ccccc5)cccc34)[C@@H]2C[C@@H]1N(C)C(=S)Nc1ccc(C#N)cc1 | -1.4 | 0.8 | / | 0.1 | -0.7 | / | -2 | -9 | 1 | -1.0 | -4
40 | CCOC(=O)C1=C(C)NC(C)=C(C(=O)OCC)C1C(=O)OCC(=O)Nc1ccc(NC(C)=O)cc1 | -2.9 | 1.2 | -0.3 | -0.6 | -0.9 | -2.4 | -3 | 3 | -10 | -1.2 | -7
41 | COc1ccccc1Nc1ncnc2ccc(C)cc12 | 2.1 | -0.3 | 1.0 | -0.9 | 2.3 | -1.1 | -5 | -7 | -1 | -0.7 | 0
42 | Cn1ccc2c(N(c3ccccc3)C3CCCCC3)cc3c(c21)C1CCC3O1 (stereo unspecified) | -0.2 | -1.0 | / | 0.0 | 1.1 | / | -2 | 2 | 3 | -1.4 | -3

Screens: PubChem BioAssay, several laboratories
